Yfh1-depleted yeast = enhancers of respiration in Yfh1-depleted yeast, dose response, Friedreich's ataxia, plus single-dose screen (AID 1465) | S. cerevisiae Yfh1-off respiration, WST-1 reduction, 72 h; higher fold induction means a stronger effect | fold induction at 50 µM, or EC50 in µM where a hit was titrated | 220,000 tested, 0.074% active;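 active = fold induction of absorbance versus untreated yeast above a set limit, then at least 30% activation at any dose in follow-up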;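 also: activators that raise dye reduction in frataxin-depleted yeast; strong numbers were not always called active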
PMI inhibition = human PMI inhibitors, high substrate, primary screen, biochemical, fluorescence intensity, high mannose 6-phosphate (AID 1220); recombinant PMI enzyme, coupled fluorescence intensity; higher % means a stronger effect; one-dose inhibition, % at 20 µM; IC50 in µM for titrated hits; 190,000 tested, 0.66% active
WT yeast gro inh = growth inhibition of WT strain, primary screen, mitochondrial fusion inhibitor project, WT and mutant strains, chemical genetic; mitochondrial fusion phenotypic screen; inhibition, % at 10 µM; 190,000 tested, 2.1% active; AID 1362, 2008; in the data active = inhibition above about 58%; tested in S. cerevisiae
Dynein cargo inh = inhibitors of GR-EGFP nuclear translocation, primary screen, dynein cargo transport inhibitor project, imaging, high-content, 3617.4 mouse cells | z-score, hits read low | test concentration mostly 20 µM; stimulated with dexamethasone, 1 µM; active compounds read low | 220,000 tested, 0.47% active;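 active = plate z-score of nuclear minus cytoplasmic receptor signal below a set negative limit, without overly bright fluorescence or cell loss, cut at about -3.5 in these data, passing the limit was not always enough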;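 also: z-score of nuclear minus cytoplasmic ring GR-EGFP intensity difference per well; some compounds called inactive have numbers as strong as hits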
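Also added – dexamethasone, 1.0 µM final · Buffer or medium – tet-free, stripped-serum medium · Schedule – induction 48 h, compound 1 h, agonist 30 min · Detection – formaldehyde fixation, Hoechst nuclear stain, 10x automated fluorescence imaging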
bCat nuc transl = modulators of beta-catenin nuclear translocation, primary screen, imaging, HeLa cells, immunofluorescence, high-content; 190,000 tested, 0.3% active; AID 1665, 2009; nuclear translocation activity, % at 5 µM;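 active = nuclear translocation activity above 50% at 5 µM, with a well cell count of 50 or more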;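 also: per-cell ratio of nuclear to cytoplasmic median beta-catenin stain intensity; plate controls were DMSO negative control for no effect and GSK-3 inhibitor IX positive control for full effect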
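assay system = human HeLa cells, endogenous beta-catenin | times = compound treatment 24 h, 37°C, 5% CO2 | detection = Anti-beta-catenin immunofluorescence on PFA-fixed, Triton-permeabilized cells, DAPI nuclei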
Autophagy HCS = autophagy modulators in MEF cells, primary screen, imaging, high-content, MEF GFP-LC3. AID 463193, 2010. MEF GFP-LC3 puncta imaging; test concentration mostly 10 µM. 190,000 tested, 0.98% active. calls only at 10 µM (by protocol);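 active = percentage of spot-positive cells more than 3 SD above its plate mean, without a fluorescence outlier flag or 80% toxicity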;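 also: spot-positive cell cutoff set from DMSO-treated cells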
Ins promoter up = insulin promoter activators in MIN6 cells, imaging, high-content screening, mouse beta cells; MIN6 insulin promoter-GFP reporter; active compounds read high; 190,000 tested, 0.3% active; z-score at 5 µM;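 active = z-score above 3 at 5 µM with at least 500 cells counted in the well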
MT stabilizer = microtubule stabilizers in HeLa cells, primary screen, imaging, high-content imaging. HeLa tubulin immunostaining HCS, 24 h; share of cells brighter than vehicle mean+2SD. % tubulin-high responders, % at 10 µM. 200,000 tested, 0.83% active. AID 2205, 2009;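 active = plate Z-score above 3 for both tubulin-high and condensed-nucleus cell shares, with cell loss under 80%, at 10 µM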;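 also: anti alpha tubulin signal scored within the nucleus-defined area of each cell; some results filed as inactive read as strong as hits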
PMI inhibitors = inhibitors of human PMI, primary screen, biochemical, fluorescence intensity, coupled assay (AID 1209); inhibition, % at 20 µM, or IC50 in µM where a hit was titrated; 190,000 tested, 0.42% active; purified PMI enzyme, coupled fluorescence intensity; higher % means a stronger effect;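 also: plate controls were DMSO vehicle for no effect and wells lacking substrate for full effect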
WT yeast gro inh mutant strain = also measured in WT yeast gro inh; calls as there; inhibition, %; mitochondrial fusion phenotypic screen, mutant strain inhibition
Dynein cargo inh cytoplasmic EGFP = also measured in Dynein cargo inh; calls as there; z-score; measured here: cytoplasmic GR-EGFP intensity; active compounds read high
Dynein cargo inh nuclear GR-EGFP = second read-out of Dynein cargo inh, no call of its own (marks repeat the call); z-score; measured here: nuclear GR-EGFP intensity;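 lower value marks the stronger effect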
Dynein cargo inh cell count = recorded beside Dynein cargo inh, whose call it bears; z-score; measured here: cell count per field
Ins promoter up cell count = recorded beside Ins promoter up, whose call it bears; cell count; measured here: cytotoxicity, nuclei count;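 total cells summed across four imaged fields per well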
bCat nuc transl cell count 5 µM = also measured in bCat nuc transl; calls as there; cell count; measured here: cell count, cytotoxicity flag
MT stabilizer Hoechst-high % = further read-out of MT stabilizer, marked with its call; % Hoechst-high responders; measured here: nuclear condensation Hoechst responders;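 share of cells brighter than vehicle mean plus two SD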
MT stabilizer cytotoxicity % = also measured in MT stabilizer; calls as there; toxicity, %; measured here: cytotoxicity by cell density;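 0% = mean cell density of plate MIN control wells and 100% = no cells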
Autophagy HCS cell loss 18 h = second read-out of Autophagy HCS, no call of its own (marks repeat the call); toxicity, %; measured here: cell loss, nuclei count;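 cell loss after 18 h compound exposure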
* hit, by the source's call; i = inactive; . = not tested or not shown. Rule as the data show it, unless noted: active = inhibition above about 50%; inactive = the rest.

SMILES | Yfh1-depleted yeast | PMI inhibition | WT yeast gro inh | WT yeast gro inh mutant strain | Dynein cargo inh | Dynein cargo inh cytoplasmic EGFP | Dynein cargo inh nuclear GR-EGFP | Dynein cargo inh cell count | bCat nuc transl | bCat nuc transl cell count 5 µM | Autophagy HCS | Autophagy HCS cell loss 18 h | Ins promoter up | Ins promoter up cell count | MT stabilizer | MT stabilizer Hoechst-high % | MT stabilizer cytotoxicity % | PMI inhibitors
CCOCCOCCC(C(=O)O)P(=O)(c1ccccc1)c1ccccc1 (stereo unspecified) | i | 10% | -27 | -30 | -1.2 | -0.04 | -0.64 | 1.3 | -6.8 | 1205 | i | -1 | 0.33 | 949 | 1.7 | 2.3 | 6.8 | 12%
O=C(NCCNC(=O)c1cccs1)c1ccco1 | i | 5% | -3 | 4 | 0.036 | -0.15 | 0.1 | 0.95 | . | . | i | -11 | -0.07 | 923 | 2.4 | 1.9 | 10 | 11%
CCOC(=O)N1CCN(C(=O)c2csc3c2CCCCC3)CC1 | i | 4% | 5 | 17 | -0.5 | -0.26 | -0.38 | 1.6 | . | . | i | -1 | 0.26 | 1180 | 3.7 | 2.1 | 0.3 | 7%
COc1ccc(C2C(C#N)=C(N)Oc3cc(N)ccc32)cc1OC (stereo unspecified) | i | 30% | -56 | -44 | -0.49 | -0.18 | -0.0016 | 0.025 | 23 | 672 | i | 14 | -0.98 | 1141 | 45* | 17* | 68* | 17%
CCCCN1C(=O)CC(N2CCOCC2)C1=O (stereo unspecified) | i | -10% | -15 | -8 | -0.41 | -0.12 | 0.057 | 0.65 | -1.3 | 1084 | i | -4 | -0.02 | 859 | 2.6 | 2.5 | 5.5 | -8%
CC(=O)c1c(C)[nH]c(C(=O)OCc2ccccc2F)c1C | i | -7% | 0 | -15 | 0.34 | -0.2 | 0.2 | 0.65 | -0.7 | 1045 | i | 4 | -0.7 | 1334 | 4.8 | 1.6 | 6.5 | -3%
COc1ccc(C2c3ccc4ccccc4c3Oc3ncn4nc(Cc5ccccc5)nc4c32)cc1OC (stereo unspecified) | i | 20% | 21 | -12 | -0.42 | -0.3 | -0.53 | 0.72 | -0.7 | 856 | i | 12 | 0.07 | 1271 | 2.4 | 2.3 | 5.4 | 26%
Cc1ccc(C2C3=C(NCCN=C3c3ccccc3)C(=O)N2c2ccccc2)cc1 (stereo unspecified) | i | -6% | 3 | 12 | 1.8 | 1.5 | 0.96 | -1.5 | . | . | i | -4 | 0.09 | 961 | 1.2 | 1.3 | 19 | -6%
O=[N+]([O-])c1cccc(-c2nnc(-c3ccccc3)o2)c1 | i | 9% | 10 | 2 | -0.31 | -0.29 | 0.29 | -0.033 | -0.1 | 1566 | i | -5 | -2.4 | 1587 | 2.1 | 1.8 | 4.0 | 7%
Cc1scc(C(=O)N/N=C/c2ccsc2)c1C | i | 5% | -6 | -21 | 3.1 | -0.089 | 3 | -1.9 | -0.8 | 540 | i | -19 | 0.18 | 1276 | 4.0 | 2.0 | 9.7 | 3%
Nc1nnn(CC(=O)N/N=C/c2cccc3ccccc23)n1 | i | 5% | 19 | -7 | 0.93 | -0.077 | 0.64 | -1.3 | -2.2 | 1131 | i | 17 | 0.08 | 1460 | 4.5 | 2.5 | 13 | 4%
Cc1[nH]nc2c1C(c1cccs1)C1=C(CC(C)(C)CC1=O)N2 (stereo unspecified) | i | 2% | 1 | 1 | -0.61 | -0.25 | -0.11 | 0.5 | -0.1 | 1502 | i | -40 | . | . | 3.6 | 2.5 | 12 | -1%
NC(=O)CC(NC(=O)c1ccccc1)c1ccc(NCCc2cccc(F)c2)c([N+](=O)[O-])c1 (stereo unspecified) | i | . | . | . | -0.19 | -0.75 | -0.14 | 0.18 | -1.2 | 1367 | . | . | -0.57 | 1000 | . | . | . | .
CCOC(=O)Cn1c(=O)oc2cc(S(=O)(=O)N(C)c3ccc(OC)cc3)ccc21 | i | . | . | . | -0.39 | -0.24 | 0.22 | 0.58 | 2.6 | 1296 | . | . | -0.46 | 968 | . | . | . | .
CC(C)Nc1ccc(C(CC(N)=O)NC(=O)c2ccc(Br)cc2)cc1[N+](=O)[O-] (stereo unspecified) | i | . | . | . | 0.024 | -0.76 | -0.042 | 0.18 | -0.8 | 1279 | . | . | -0.31 | 959 | . | . | . | .
CCOC(=O)N1CCN(C(=O)c2cnc3n(c2=O)CCS3)CC1 | i | -5% | 34 | 14 | 1.5 | -0.36 | 0.9 | -0.55 | 0.9 | 1312 | i | 4 | -0.53 | 1577 | 5.3 | 2.6 | 7.4 | -3%
Cc1ccc(-c2nc(CN(C)C)cc(CN(C)C)c2O)cc1 | i | -6% | 6 | 10 | 0.73 | -0.18 | 0.94 | -1.7 | -6.2 | 994 | i | 19 | -0.73 | 1413 | 3.7 | 2.1 | 3.7 | -15%
COc1cccc(-c2csc3nnc(SCC(=O)NCc4cccs4)n23)c1 | i | 4% | 0 | -7 | -0.47 | -0.22 | -0.15 | 0.77 | 0.2 | 1186 | i | -18 | 0.94 | 1287 | 1.7 | 1.9 | 9.7 | 12%
NC12CC3CC(C1)CC(CC(=O)O)(C3)C2 | i | -16% | 2 | 4 | -0.46 | -0.29 | 0.16 | 0.00066 | -0.7 | 1108 | i | 8 | 0.14 | 1201 | 6.3 | 2.9 | 4.0 | -14%
CCOC(=O)N1CCC(NC(=O)c2ccc(NC(=O)C3CCCO3)cc2)CC1 (stereo unspecified) | i | -8% | 9 | -8 | 1.6 | 0.23 | 1.9 | -0.97 | -1.8 | 1371 | i | 2 | -0.83 | 1481 | 3.3 | 3.5 | 8.3 | -13%
N#Cc1c(Nc2ccccc2)c(/C=N/N=C/c2ccccc2)c[nH]c1=O | i | 4% | 3 | -5 | -0.13 | -0.26 | 0.33 | 0.53 | -0.3 | 1074 | i | 3 | -0.14 | 1468 | 4.6 | 3.4 | 5.6 | 8%
Cc1csc(SC(C)C(=O)NCc2ccc3c(c2)OCO3)n1 (stereo unspecified) | i | -5% | 13 | 10 | 0.31 | -0.094 | 0.24 | -0.73 | -0.8 | 1098 | i | 20 | -0.57 | 1182 | 1.9 | 2.9 | 4.6 | -16%
C=CCn1c(O)c(N=NC(=O)CNC(=O)c2cccs2)c2ccccc21 | i | 2% | -5 | -13 | -0.54 | -0.31 | -0.53 | 0.41 | -1.6 | 557 | i | 2 | -0.21 | 1368 | 4.7 | 2.6 | 8.5 | 0%
Cc1c(C(=O)Nc2cccc(Cl)c2)oc2ccc(S(=O)(=O)N3CCC4(CC3)OCCO4)cc12 | . | -6% | 18 | -3 | -0.95 | -0.3 | -0.32 | -0.02 | -0.8 | 875 | i | 30 | -0.67 | 594 | 19 | 8.8 | 47 | -1%
C=CCSc1nnc2c(n1)OC(C)=Nc1ccc(Br)cc1-2 | i | 2% | 0 | 17 | 0.21 | 0.82 | 0.46 | 0.25 | 0.6 | 1483 | i | -6 | -0.73 | 1405 | 2.8 | 2.2 | 6.3 | -13%
Cc1ccc(Nc2nc(CSc3nnc(-c4ccc(F)cc4)n3C)cs2)cc1 | i | 9% | 32 | 21 | -0.53 | -0.12 | -0.079 | 0.92 | -2.3 | 513 | i | 0 | -0.39 | 1310 | 2.8 | 2.4 | 9.9 | 12%
Cc1cccc(NC(=O)CSc2nnc(CN3CCOCC3)n2C)c1C | i | -5% | -7 | -1 | 1.2 | -0.22 | 0.64 | -0.64 | 0.4 | 1524 | i | -25 | -0.07 | 1471 | 4.0 | 0.9 | 4.8 | -6%
CCOC(=O)N1CCC(NC(=O)Cc2cn(C)c3ccccc23)CC1 | i | 5% | 3 | 27 | 0.056 | -0.11 | -0.027 | 0.059 | -5.0 | 1308 | i | 1 | -1.3 | 1298 | 2.2 | 2.5 | 12 | 13%
COc1ccc(CNC(=O)C/C(C)=N/NC(=O)COc2cccc(C)c2)cc1 | i | -2% | 1 | 6 | 0.032 | -0.26 | -0.039 | 0.2 | -2.8 | 1186 | i | -17 | -0.55 | 1301 | 1.2 | 1.7 | 4.7 | -8%
O=C(NNC(=O)c1cccnc1)Nc1ccccc1 | i | -13% | -2 | -15 | 0.86 | -0.21 | -0.37 | -0.86 | . | . | i | -30 | . | . | 4.2 | 2.6 | 6.7 | -14%
Cc1cc(C(=O)N/N=C/c2ccc[nH]2)n[nH]1 | i | 15% | 12 | 9 | -0.21 | -0.24 | 0.02 | 0.066 | -1.4 | 1154 | i | 3 | -0.03 | 1545 | 7.2 | 1.7 | 8.1 | 2%

3 entries picked at random from the list so far, as already listed:
SMILES | Yfh1-depleted yeast | PMI inhibition | WT yeast gro inh | WT yeast gro inh mutant strain | Dynein cargo inh | Dynein cargo inh cytoplasmic EGFP | Dynein cargo inh nuclear GR-EGFP | Dynein cargo inh cell count | bCat nuc transl | bCat nuc transl cell count 5 µM | Autophagy HCS | Autophagy HCS cell loss 18 h | Ins promoter up | Ins promoter up cell count | MT stabilizer | MT stabilizer Hoechst-high % | MT stabilizer cytotoxicity % | PMI inhibitors
COc1ccc(C2C(C#N)=C(N)Oc3cc(N)ccc32)cc1OC (stereo unspecified) | i | 30% | -56 | -44 | -0.49 | -0.18 | -0.0016 | 0.025 | 23 | 672 | i | 14 | -0.98 | 1141 | 45* | 17* | 68* | 17%
CCOC(=O)N1CCC(NC(=O)c2ccc(NC(=O)C3CCCO3)cc2)CC1 (stereo unspecified) | i | -8% | 9 | -8 | 1.6 | 0.23 | 1.9 | -0.97 | -1.8 | 1371 | i | 2 | -0.83 | 1481 | 3.3 | 3.5 | 8.3 | -13%
NC(=O)CC(NC(=O)c1ccccc1)c1ccc(NCCc2cccc(F)c2)c([N+](=O)[O-])c1 (stereo unspecified) | i | . | . | . | -0.19 | -0.75 | -0.14 | 0.18 | -1.2 | 1367 | . | . | -0.57 | 1000 | . | . | . | .

Compound activity (PubChem BioAssay)
